Source: PubChem BioAssay
EPAC2 antag – antagonists of human EPAC2; Q8WZA2; EPAC2 GEF exchange of Rap1B-BODIPY-GDP, fluorescence; Potency, µM (top dose mostly 114 µM), without a hit: top-dose activity, negative = inhibition, actives largely listed as inhibitors; hit rate 0.18% among 360,000; AID 720708; further: potency means the concentration at half of the fitted maximal effect; on the % scale 0 is the no-effect control and ±100 the full control effect; nearly all actives have a fitted effect of over 45% in size; many of its hits are not listed in these tables
Target sequence (Q8WZA2 whole entry, looked up): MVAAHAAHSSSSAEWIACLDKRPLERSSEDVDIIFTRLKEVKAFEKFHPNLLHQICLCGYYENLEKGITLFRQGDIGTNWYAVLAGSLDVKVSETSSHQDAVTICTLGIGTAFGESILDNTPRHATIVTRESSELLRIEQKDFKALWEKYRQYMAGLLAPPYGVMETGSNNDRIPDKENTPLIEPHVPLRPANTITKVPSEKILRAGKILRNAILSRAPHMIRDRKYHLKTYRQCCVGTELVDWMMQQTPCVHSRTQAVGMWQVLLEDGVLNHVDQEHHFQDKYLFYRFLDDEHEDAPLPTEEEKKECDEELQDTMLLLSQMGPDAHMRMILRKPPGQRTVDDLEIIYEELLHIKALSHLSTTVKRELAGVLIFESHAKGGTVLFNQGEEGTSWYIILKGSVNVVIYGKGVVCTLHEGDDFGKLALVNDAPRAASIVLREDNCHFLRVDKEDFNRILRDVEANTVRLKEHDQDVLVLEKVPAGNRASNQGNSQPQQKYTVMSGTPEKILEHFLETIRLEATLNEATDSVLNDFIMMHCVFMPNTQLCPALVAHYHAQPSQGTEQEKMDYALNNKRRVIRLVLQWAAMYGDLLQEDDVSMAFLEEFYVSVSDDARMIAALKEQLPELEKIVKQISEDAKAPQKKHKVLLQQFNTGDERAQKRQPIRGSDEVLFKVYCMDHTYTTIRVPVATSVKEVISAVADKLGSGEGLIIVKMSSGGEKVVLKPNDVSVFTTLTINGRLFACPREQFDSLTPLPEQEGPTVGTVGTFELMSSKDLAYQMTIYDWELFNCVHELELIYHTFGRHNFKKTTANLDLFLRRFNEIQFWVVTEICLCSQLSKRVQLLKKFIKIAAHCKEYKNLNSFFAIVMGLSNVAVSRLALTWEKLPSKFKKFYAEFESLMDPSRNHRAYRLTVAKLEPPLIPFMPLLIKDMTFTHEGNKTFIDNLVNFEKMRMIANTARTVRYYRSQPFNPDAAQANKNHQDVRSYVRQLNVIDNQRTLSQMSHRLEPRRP
DRD3 agonist – D3 dopamine receptor (human) agonism; max activation, %; D3R DiscoveRx beta-arrestin cells, luminescence, 90 min; hit rate 0.58% among 410,000; in the data active means max activation above about 30%; further: 0% is about no effect; mostly tested at two doses, the higher about 12 µM
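Agonist-mode cell screen: cells plated at 1500/well and incubated overnight at 37 °C, then exposed to library compounds for 90 min at 37 °C. Detection reagent was added for 30–60 min at room temperature, and luminescence was read.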
D3 antag – D3 dopamine receptor (human) antagonism; P35462; D3R cells, DiscoveRx beta-arrestin luminescence, antagonist mode; active compounds read low; max response, negative = inhibition, %; hit rate 2.5% among 360,000; AID 652054; in the data active means max response below about -50%; inconclusive means no clear call, values can overlap the other calls; further: on the % scale 0 is the no-effect control and ±100 the full control effect; mostly tested at two doses, the higher about 12 µM
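Cells plated overnight at 1500 cells/well, then exposed to library compounds with dopamine controls for 90 minutes at 37 degrees C. DiscoveRx reagent added for 30–60 minutes at room temperature; luminescence read, quantitative HTS format.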
pAkt inh – blocks phosphorylation of Akt | activity change, % for hits at 50 µM | AID 651550 | hit rate 0.32% among 360,000 | Neuro2A IGF-stimulated pAkt S473 HTRF, 20 min; active compounds read low; in the data active means activity change below about -80%; inconclusive means mostly about -51% to -80%; further: on the % scale 0 is the no-effect control and ±100 the full control effect
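Neuro2A cells (4,500/well, DMEM with 0.5% FBS) were treated with compound at a single 50 µM final concentration, stimulated with 6 nM IGF for 20 min at 37 °C, and lysed. Phospho-Akt Ser473 was read by HTRF as 665/615 ratio ×10^4.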
CCT chaperon mod – cytosolic chaperonin activity modulation; purified chaperonin ATPase assay, HTRF ADP detection, 30 min; activity change, % (test concentration not listed), hits read low; hit rate 0.3% among 360,000; AID 651819; in the data active means activity change below about -30%; further: on the % scale 0 is the no-effect control and ±100 the full control effect
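First, chaperonin was dispensed at 40 nM or 20 nM final depending on batch activity. Next, compounds were pinned at 76 uM and ATP added at 10 uM. After 30 min at 37 °C, ADP detection reagents ran 30 min at ambient temperature.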
PTHR1 agonist – PTHR1 (human) receptor agonism; hit rate 0.075% among 410,000; Q03431; HEK293 GP2 PTHR1 cells, GloSensor cAMP luminescence, 1 h; Potency, µM (series often up to 115 µM), without a hit: top-dose activation, usual class: activators; further: potency means the concentration at half of the fitted maximal effect; nearly all actives have a fitted effect of over 55% in size; some results filed as inactive show a strong effect at the top dose; inactives centre near -15; many of its hits are not listed in these tables
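HEK-293-derived GP2 cells expressing PTHR1 and a GloSensor cAMP reporter, 3,000/well, plated overnight, given luciferin plus IBMX (each 0.5 mM as added) for 1 h at 37 °C, then compound for 1 h at 37 °C. Luminescence was read after 15 min at room temperature.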
Mm-Cpn inhibitor – M. maripaludis TRiC chaperonin inhibition. purified Mm-Cpn ATPase, ADP Transcreener TR-FRET. Potency, µM (doses to about 76.9 µM), for inactives: at the highest dose activity, negative = inhibition, usual class: inhibitors. hit rate 0.031% among 330,000; further: potency means the concentration at half of the fitted maximal effect; on the % scale 0 is the no-effect control and ±100 the full control effect; nearly all actives have a fitted effect of over 80% in size
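Quantitative HTS used 25 nM Mm-CPN and 10 uM ATP in magnesium/KCl Tris buffer, pH 7.4, with 1 mM DTT. Hydrolysis ran 30 min at 37°C; ADP was read by HTRF.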
EPAC2 ag – agonists of human EPAC2 (RAPGEF4); hit rate 0.079% among 360,000; AID 720711; Potency, µM (doses to about 154 µM), inactives show top-dose activation, most hits filed as activators; EPAC2 activation, biochemical qHTS; response scale: 100% = 6.5 mM cAMP response; further: potency means the concentration at half of the fitted maximal effect; nearly all actives have a fitted effect of over 50% in size
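Setup: EPAC2 100 nM, labeled Rap1B complex 250 nM, free GDP 50 uM. Compound titrations pinned in, brief spin, 5 min room temperature incubation. Kinetic fluorescence read over 30 min, normalized to 6.5 mM cAMP.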
* = called active by the depositor; i = inactive; ? = inconclusive; · = not tested or not shown; [ ] = another dose, or the depositor's remark. Unless noted, the call rests on the fitted dose curve; in most records, active means well fitted curve in the direction sought with a large enough effect; inconclusive means small, poorly fitted or top-dose-only effect, or another doubt; inactive means no such curve, though single readings can be large; an effect the other way counts as inactive or inconclusive. A portion of the library; rates above refer to the full screens.

Screens in order – EPAC2 antag	DRD3 agonist	D3 antag	pAkt inh	CCT chaperon mod	PTHR1 agonist	Mm-Cpn inhibitor	EPAC2 ag
> Cc1ccc(C)c(OCc2ccc(C(=O)N3N=C(C(F)F)CC3(O)C(F)F)o2)c1 (configuration not stated)
 : 12.5%	-0.5	-2.9	i	1.1	i	-1.4%	-11.4%
> COC(=O)CN(c1ccc2c(c1)OCO2)S(=O)(=O)c1c(C)[nH]c(=O)[nH]c1=O
 : 0.7%	-6.3	-0.4	i	1.3	i	-0.6%	6.2%
> CC1CCc2c(sc(NC(=O)C(=O)NCc3ccco3)c2C#N)C1 (configuration not stated)
 : -5.0%	-5.0	42.1	·	-1.2	i	0.1%	4.0%
> O=C(C1CC=CCC1)N1CCN(C(=O)C2CC=CCC2)CC1 (configuration not stated)
 : 2.5%	0.7	10.4	i	-1.7	i	-0.3%	4.1%
> Cc1ccc(S(=O)(=O)N2CCOCC2)cc1C(=O)OCC(=O)N1CCCCC1
 : 3.8%	1.5	3.3	i	2.3	i	-2.8%	-0.8%
> O=C1C=C(O)CC(c2ccc(Cl)c(Cl)c2)C1 (configuration not stated)
 : -3.5%	3.8	-14.0	i	-1.5	i	-0.4%	-1.9%
> CC(=O)OC1CCC2C3CCc4cc(OP(=O)(N5CC5)N5CC5)ccc4C3CCC12C (configuration not stated)
 : 1.0%	9.0	30.7	i	-0.5	i	·	-19.1%
> C/C=C/c1ccc(OCCSc2nc(C)cc(=O)[nH]2)c(OC)c1
 : -3.5%	10.6	3.9	i	-0.6	i	1.8%	-8.5%
> O=C(NC1CC2CCC(C1)N2C(=O)NC1CCCCC1)NC12CC3CC(CC(C3)C1)C2 (configuration not stated)
 : -0.5%	-4.2	?	i	-0.5	-39.7%[inhibitor]	0.0%	-5.0%
> Cc1nc2ccccn2c1/C(O)=C1\C(=O)C(=O)N(CCN(C)C)C1c1cccnc1 (configuration not stated)
 : 2.3%[57.1 µM]	6.4	8.4	i	1.1	-9.5%[57.5 µM]	-1.7%	-9.4%
> O=C(CN1CCN(C(=O)C2CCCO2)CC1)Nc1cc(C(F)(F)F)ccc1Cl (configuration not stated)
 : 0.0%	1.5	23.2	i	0.7	-5.9%	0.6%	9.4%
> CCC(=O)Nc1cccc2ccccc12
 : 5.4%	10.6	5.1	i	0.1	i	-4.0%	16.0%
> Cc1csc(=O)n1CC(=O)OCC(=O)NNC(=O)c1ccc(Cl)cc1
 : 11.6%	5.7	-3.0	i	-0.2	-14.0%	-2.0%	3.6%
> CCC(NC(=O)c1cc(COc2c(F)cccc2F)on1)c1ccncc1 (configuration not stated)
 : 15.6%	-13.3	-15.4	i	-1.1	-16.9%	-5.6%	0.1%
> O=C(NCCCNC(=O)c1ccccn1)c1ccccn1
 : 2.6%	0.2	1.6	i	1.9	-4.6%[57.5 µM]	3.0%	3.6%
> Cc1ccc2cc(C#N)c(N3CCCN(C(=O)C4CCCO4)CC3)nc2c1C (configuration not stated)
 : 1.7%	0.9	0.2	i	-1.1	-22.2%	-5.3%	12.9%
> NC(=O)Nc1ccc(C(=O)OCC(=O)N(Cc2ccccc2)C2CCS(=O)(=O)C2)cc1 (configuration not stated)
 : 9.5%	5.1	1.0	i	-3.2	i	-8.2%	11.0%
> COc1ccc(S(=O)(=O)Nc2cccnc2)cc1OC
 : -17.7%	1.1	5.7	i	-2.4	i	0.7%	2.4%
> CC(C)(C)c1ccc(C(=O)OCC(=O)NC2CC2)cc1
 : 2.8%	6.3	6.2	i	0.1	i	-1.0%	2.1%
> COc1ccc(NC(=O)/C=C/C(=O)O)cc1Cl
 : 0.3%	-11.4	-19.3	i	-0.9	-16.9%	6.31µM*	10.3%

Overlap with the part before: three entries, followed by the next part.
Screens in order – EPAC2 antag	DRD3 agonist	D3 antag	pAkt inh	CCT chaperon mod	PTHR1 agonist	Mm-Cpn inhibitor	EPAC2 ag
> COc1ccc(S(=O)(=O)Nc2cccnc2)cc1OC
 : -17.7%	1.1	5.7	i	-2.4	i	0.7%	2.4%
> CC(C)(C)c1ccc(C(=O)OCC(=O)NC2CC2)cc1
 : 2.8%	6.3	6.2	i	0.1	i	-1.0%	2.1%
> COc1ccc(NC(=O)/C=C/C(=O)O)cc1Cl
 : 0.3%	-11.4	-19.3	i	-0.9	-16.9%	6.31µM*	10.3%
> CCC(=O)NC(c1ccc(Cl)cc1Cl)c1ccc2cccnc2c1O (configuration not stated)
 : ?	12.8	19.4	i	2.2	9.4%	1.4%	-3.8%
> O=C(CC1Sc2ccccc2NC1=O)NNc1ccc(F)cc1 (configuration not stated)
 : 9.6%	-26.3	?	i	0.5	-23.2%	·	4.3%
> Cc1ccccc1S(=O)(=O)Cc1ccc(C(=O)NCCCN2CCCC2)o1
 : -4.7%	-0.2	6.7	i	-1.3	i	1.4%	3.7%
> Cc1nnc(SCC(=O)N2CCN(c3ccccc3)CC2)n(N)c1=O
 : 6.2%	11.0	4.1	i	-1.2	-1.2%	1.9%	-10.9%
> O=C(Cc1ccc(NC2=NC3CS(=O)(=O)CC3S2)cc1)NCc1ccccc1 (configuration not stated)
 : -4.0%	1.3	16.7	i	-3.3	i	1.2%	16.0%
> Cc1cc(C)n(/N=C/c2c[nH]c3ccccc23)c(=O)c1
 : -6.0%	-2.1	-8.7	i	-4.1	5.3%	0.6%	2.0%
> O=C(COC(=O)C1CCN(S(=O)(=O)c2cccs2)CC1)NCc1ccc(F)cc1
 : -3.2%	-7.8	-20.4	i	-2.4	-24.5%	1.4%	5.0%
> CCn1c(=S)sc2c(=O)n(CC(=O)NC(C)CCc3ccccc3)c(C)nc21 (configuration not stated)
 : 0.9%	-6.2	-7.6	i	-2.8	i	4.3%	-9.9%
> CC(C)C(NS(=O)(=O)c1cccs1)C(=O)NCc1ccccc1 (configuration not stated)
 : 3.5%	-11.7	2.6	i	0.8	i	0.8%	5.3%
> O/N=C/c1cc(Br)ccc1OCc1cccc(F)c1
 : -12.2%	0.0	10.7	i	0.7	-7.9%	1.3%	18.8%
> O=S(=O)(c1cc(Cl)c(Cl)cc1Cl)N1CCN2CCCC2C1 (configuration not stated)
 : 7.7%	-9.2	-24.1	i	-0.7	-93.9%[inhibitor]	-4.2%	9.5%
> COc1ccc(CC(=O)OCC(=O)NCc2ccc(F)cc2)cc1
 : -29.2%	-5.2	1.3	i	0.0	i	2.0%	5.4%
> O=C(COc1ccccc1C(=O)O)Nc1cccc2ccccc12
 : 3.7%	-7.8	-8.4	i	-0.8	-4.7%	-0.6%	6.6%
> Cc1ccc(C(=O)Nc2ccc(O)cc2C(=O)O)cc1C
 : -14.9%	-4.5	-7.1	i	-2.5	-18.3%[57.5 µM]	-2.2%[15.4 µM]	8.2%
> Cn1c(=O)c2ncn(CC(=O)Nc3ccc(N4CCOCC4)cc3)c2n(C)c1=O
 : -5.0%	1.7	14.9	i	0.6	i	-2.3%	-2.5%
> COc1cccc(-c2nc(-c3ccccc3)nc(N3CCN(C)CC3)c2C#N)c1
 : 2.3%	-8.7	7.2	i	-0.6	i	-1.8%	16.1%
> CSc1nc(C(=O)N2CCCC(N3CCN(c4ccccc4C)CC3)C2)cs1 (configuration not stated)
 : 2.7%	-4.0	-19.7	i	-1.2	-32.4%[inhibitor]	2.6%	3.5%
> CCNc1oc(/C=C/c2ccc(OCC)cc2)nc1C#N
 : -5.7%	3.3	7.1	i	-2.1	-36.1%[inhibitor]	-1.8%	5.8%
> CN(C(=O)CSc1ncnc2ccccc12)C1CCCCC1
 : -9.3%	13.2	-2.4	i	-2.1	-22.5%	-0.4%	-1.1%
> O=C(NCc1cccnc1)C1CC(c2cccc(Br)c2)=NO1 (configuration not stated)
 : 8.6%	-3.0	-10.4	i	0.5	-52.4%[inhibitor]	-4.4%	15.6%

(further entries)
Screens in order – EPAC2 antag	DRD3 agonist	D3 antag	pAkt inh	CCT chaperon mod	PTHR1 agonist	Mm-Cpn inhibitor	EPAC2 ag
> COc1cc(C)ccc1OCCCON1C(=O)CCC1=O
 : -3.1%	23.1	10.1	i	-1.5	20.6%[57.5 µM]	1.5%	9.6%
> CCOC(=O)CC(C#N)c1cn(C)c2ccccc12 (configuration not stated)
 : 3.1%	-1.2	-3.1	i	-0.5	-13.3%[57.5 µM]	-2.0%	1.0%
> O=C1CSC(=Nc2ccc(O)cc2)N1c1ccc(O)cc1
 : 7.8%	4.5	56.0	i	-2.7	i	-0.1%	9.7%
> C=CCN(C(=O)c1csnn1)C(C(=O)NC1CCCC1)c1cccs1 (configuration not stated)
 : -5.6%	-7.4	9.1	i	1.7	-0.5%	-1.2%	-4.6%
> COc1cc2c(cc1OC)C(c1ccc(Br)cc1)CC(=O)N2 (configuration not stated)
 : -4.5%	-7.8	-9.8	i	-1.2	-30.0%	1.1%	11.6%
> NC(=O)CC[C@H](NC(=O)c1ccc(F)cc1)C(=O)OCC(=O)NCc1ccc(F)cc1
 : -6.2%	2.2	3.8	i	1.2	-37.3%[inhibitor]	-0.5%	-3.9%
> CCOc1ccccc1NC(=O)c1ccc(NC(=O)C2CCCO2)cc1 (configuration not stated)
 : -10.9%	-8.6	-14.5	i	-2.4	i	-1.4%	9.8%
> CCn1c(=O)cc(SCC(=O)Nc2cccc(C)n2)c2ccccc21
 : 7.0%	-19.1	-5.9	i	-0.7	-14.8%	3.7%	4.9%
> Cc1cc2ccccn2c1C(=O)c1nc(N2CCOCC2)ncc1Cl
 : -1.3%	-12.4	-20.5	i	-0.4	-18.2%	1.2%	26.7%
> COC(=O)CSc1nccc(C)n1
 : -2.6%	-4.3	6.5	i	1.2	-20.9%	0.0%	2.4%
> O=C(Nc1ccc(Cl)cn1)c1cc2c(s1)-c1ccccc1OC2
 : 2.6%	-1.3	16.2	i	-0.9	-16.3%	-8.0%	11.2%
> COc1ccc(CN(CC(=O)NCc2ccc3c(c2)OCO3)C(=O)c2csnn2)cc1
 : 4.0%	8.4	12.8	i	1.0	-16.4%	-0.2%	7.7%
> Cc1cccc(CN2C[C@]34C=C[C@@H](C[C@@H]3S2(=O)=O)O4)c1
 : -4.3%	5.0	-7.1	i	-0.6	i	1.8%	9.4%
> COc1ccc(C2C(C(C)=O)=C(O)C(=O)N2c2cccnc2)c(OC)c1 (configuration not stated)
 : -5.0%[57.1 µM]	0.6	-14.0	i	0.8	-2.6%[57.5 µM]	-0.6%	-2.5%
> COc1cc(C2C(C#N)=C(N)OC3=C2C(=O)CCC3)cc2c1OCO2 (configuration not stated)
 : -1.0%	-0.9	1.3	i	-5.2	-8.5%	0.8%	16.9%
